Glyco luc inh: N-linked glycosylation inhibition; reporter increase, % at 12.5 µM; D54 ERlucT glycosylation luciferase reporter, 24 h; percent of 100 nM tunicamycin response; 0.23% of 360,000 active;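 active = mean luciferase reporter signal, scaled so untreated is 0 and the glycosylation-blocking control 100, at or above a set limit in every replicate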;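 note: luciferase carries N-glycosylation sites so blocking glycosylation raises the light; 0% = median of neutral control wells and 100% = median of 100 nM tunicamycin wells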
H9c2 protect: myocardial damage modulation in H9c2 cells; protection from H2O2 cell death, % at 20 µM; 0.63% of 360,000 active; H9c2 cardiomyocytes, H2O2 injury protection, ATPLite, 2 h;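 active = compounds giving at least 50% protection of heart cells from peroxide-induced death in the single-dose screen, raw or plate-pattern-corrected value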;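 note: 0% = DMSO wells with peroxide and 100% = DMSO wells without peroxide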
MC4R antag cAMP: blocks human MC4R cAMP signaling; P32245; MC4R-expressing cells, MTII-stimulated cAMP, LANCE TR-FRET; inhibition, % at 6.5 µM; 0.48% of 360,000 active; AID 540295;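 active = inhibition above its plate's cutoff, the mean of tested wells on that plate plus 3 SD, cut at about 29% in these data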;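 note: 0% = Melanotan II alone and 100% = Melanotan II plus saturating MCL0020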
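Assay system: human MC4R-expressing U2OS cells; reagent: Melanotan II stimulation of cells; dosing: 6.5 µM single dose; timing: compound 30 min, challenge 1 h, detection 1 h; signal: TR-FRET cAMP assay; replicates: one well per compound, no replicates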
hiPSC survival: enhancers of human iPSC single-cell survival; survival enhancement, % at 20 µM; AID 602274; 0.044% of 360,000 active; hiPSC single-cell survival, ATPlite luminescence; 100% = ROCK inhibitor wells, 0% = DMSO; in the data active = survival enhancement above about 18%;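 note: cells exposed to compounds for 16 hours before the ATP read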
MC4R barr agon: human MC4R agonism via beta-arrestin; U2OS MC4R beta-arrestin complementation, luminescence; percent of melanotan II response, DMSO zero; P32245; activation, % at 8.9 µM; 0.98% of 360,000 active;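 active = activation above a per-plate cutoff, the mean activation of sample wells on that plate plus 3 SD, cut at about 8% in these data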
aDG glyco act: alpha-DG glycosylation activation; Pro5-aDG cells, alpha-DG glycosylation AlphaScreen (IIH6); 0% Pro5, 100% B10-LARGE cell signal; activation, % at 10 µM; 0.22% of 360,000 active;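 active = activation of at least 8% versus controls, or a plate z-score of at least 8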;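 note: Pro5 are CHO cells carrying HIG-tagged alpha-DG that lacks glycosylation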
ABHD5 PLIN5 PPI: blocks binding of human ABHD5 to perilipin-5; 0.78% of 360,000 active; Q00G26+Q8WTS1; inhibition, % at 4 µM; Split G. princeps luciferase complementation, luminescence, 4 h; AID 602281;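 active = inhibition above the mean inhibition across every tested compound plus 3 SD, cut at about 22% in these data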;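 note: 0% = DMSO only wells and the 100% control is not disclosed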
Target sequence (Q00G26 whole entry, looked up): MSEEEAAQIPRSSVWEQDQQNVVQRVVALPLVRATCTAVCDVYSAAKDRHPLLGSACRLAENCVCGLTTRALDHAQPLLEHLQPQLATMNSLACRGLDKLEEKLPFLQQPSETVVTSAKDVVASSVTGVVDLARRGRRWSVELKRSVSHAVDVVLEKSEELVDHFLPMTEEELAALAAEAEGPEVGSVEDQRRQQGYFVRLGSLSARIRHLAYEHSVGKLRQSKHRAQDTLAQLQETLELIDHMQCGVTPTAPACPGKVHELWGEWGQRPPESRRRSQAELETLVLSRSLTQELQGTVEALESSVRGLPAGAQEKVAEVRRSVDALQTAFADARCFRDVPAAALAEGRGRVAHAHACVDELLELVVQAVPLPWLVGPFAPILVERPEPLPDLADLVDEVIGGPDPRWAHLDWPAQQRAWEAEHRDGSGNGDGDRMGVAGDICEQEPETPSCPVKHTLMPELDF
Target sequence (Q8WTS1 whole entry, looked up): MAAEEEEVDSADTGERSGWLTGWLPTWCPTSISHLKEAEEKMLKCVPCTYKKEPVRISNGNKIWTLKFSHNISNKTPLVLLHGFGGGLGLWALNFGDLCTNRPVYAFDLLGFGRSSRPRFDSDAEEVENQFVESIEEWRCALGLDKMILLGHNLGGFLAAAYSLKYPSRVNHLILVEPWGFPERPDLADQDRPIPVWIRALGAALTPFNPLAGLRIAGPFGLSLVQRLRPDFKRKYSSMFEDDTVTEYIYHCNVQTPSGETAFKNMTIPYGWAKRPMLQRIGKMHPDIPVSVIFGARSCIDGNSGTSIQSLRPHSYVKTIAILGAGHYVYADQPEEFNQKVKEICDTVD
ABCB6 inh MLPCN: human ABCB6 transporter inhibition; Q9NP58; K562-ABCB6 porphyrin accumulation, flow cytometry, 1 h; hits give low values; fluorescence ratio to DMSO, % at 10 µM; 0.19% of 360,000 active;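 active = fluorescence ratio to DMSO below 75%, the collection mean minus 3 SD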;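 note: signal is porphyrin accumulated inside mitochondria; 100% equals median channel fluorescence of DMSO control wells; lower ratio means ABCB6 inhibition with less porphyrin fluorescence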
Granule exo inh: blocks lytic granule exocytosis; TALL-104 LAMP-1 surface exposure, flow cytometry; cells stimulated with thapsigargin and PMA; inhibition, % at 10 µM; 0.66% of 360,000 active; AID 651702;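 active = inhibition above about 55%, limit read from the data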
m5-HT2A agonist: mouse HTR2A agonism via beta-arrestin recruitment. P35363. CHO-K1 mHTR2A beta-arrestin complementation, luminescence; percent of 30 µM serotonin response. activation, % at 7.6 µM. 0.66% of 360,000 active;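 active = activation above a run cutoff, the mean activation of all tested compounds plus 3 SD, cut at about 14% in these data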;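 note: 0% = plate median of compound wells and 100% = 30 µM serotonin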
Numbers without * were called inactive; & = joins results of further samples. Compounds as they come; 4.5% or so of the library scored in one or more.

Preview:
SMILES	Glyco luc inh	H9c2 protect	MC4R antag cAMP	hiPSC survival	MC4R barr agon	aDG glyco act	ABHD5 PLIN5 PPI	ABCB6 inh MLPCN	Granule exo inh	m5-HT2A agonist
COC(=O)[C@@]12CCCN1[C@H](c1ccc(-c3ccc(F)cc3)c(OC)c1)[C@H]1C(=O)N(C)C(=O)[C@H]12	12	1	8	2.0	-2.6	-0.2	2	98	-14	-3
O=C(NCC1CCCO1)c1cc2c([nH]c3ccccc32)c(-c2cccc(Cl)c2)n1 (stereo not drawn)	-11	15	13	-0.1	1.9	0.3	1	105	-1	0
N/C(=N\OC(=O)c1cccc(C(F)(F)F)c1)c1cnccn1	1	-6	3	1.3	0.2	-0.3	9	99	2	1
O=C(C1CCCO1)N1CCN(c2ncccn2)CC1 (stereo not drawn)	2	-8	-4	-2.6	1.1	-0.2	1	89	-3	3
CCc1ccccc1NS(=O)(=O)c1ccc2c(c1)NC(=O)CC(=O)N2	0	32	7	-0.5	-1.4	-0.2	1	107	-4	3
CCOc1ccc(C(=O)CCC(=O)Nc2cccc(S(=O)(=O)N3CCCCC3)c2)cc1	-5	-8	16	0.9	-1.1	0.3	12	96	3	3
CC1=C(C(=O)Nc2ccccc2)C(c2cccs2)n2nnnc2N1 (stereo not drawn)	2	16	4	-1.8	2.2	-0.2	4	100	-2	2

Results, from the first entry:
SMILES	Glyco luc inh	H9c2 protect	MC4R antag cAMP	hiPSC survival	MC4R barr agon	aDG glyco act	ABHD5 PLIN5 PPI	ABCB6 inh MLPCN	Granule exo inh	m5-HT2A agonist
COC(=O)[C@@]12CCCN1[C@H](c1ccc(-c3ccc(F)cc3)c(OC)c1)[C@H]1C(=O)N(C)C(=O)[C@H]12	12	1	8	2.0	-2.6	-0.2	2	98	-14	-3
O=C(NCC1CCCO1)c1cc2c([nH]c3ccccc32)c(-c2cccc(Cl)c2)n1 (stereo not drawn)	-11	15	13	-0.1	1.9	0.3	1	105	-1	0
N/C(=N\OC(=O)c1cccc(C(F)(F)F)c1)c1cnccn1	1	-6	3	1.3	0.2	-0.3	9	99	2	1
O=C(C1CCCO1)N1CCN(c2ncccn2)CC1 (stereo not drawn)	2	-8	-4	-2.6	1.1	-0.2	1	89	-3	3
CCc1ccccc1NS(=O)(=O)c1ccc2c(c1)NC(=O)CC(=O)N2	0	32	7	-0.5	-1.4	-0.2	1	107	-4	3
CCOc1ccc(C(=O)CCC(=O)Nc2cccc(S(=O)(=O)N3CCCCC3)c2)cc1	-5	-8	16	0.9	-1.1	0.3	12	96	3	3
CC1=C(C(=O)Nc2ccccc2)C(c2cccs2)n2nnnc2N1 (stereo not drawn)	2	16	4	-1.8	2.2	-0.2	4	100	-2	2
CC(C)N(C(=O)[C@H]1C[C@H](CC(=O)NCCCN(C)C)C(=O)N2CCc3c([nH]c4cc(CCC(=O)N(C)C)ccc34)[C@]12C)C(C)C	3	12	2	0.5	-1.9	0.3	2	95	-1	2
CNC(=O)c1ccc(CN(C)C(=O)c2cccc(S(=O)(=O)N3CCc4ccccc4C3)c2)cc1	2	2	6	-1.2	0.9	-0.1	5	87	-1	4
OC[C@@H]1CN(CCN2CCOCC2)C[C@H](n2cnc3c(N4CCOCC4)ncnc32)O1	1	3	6	2.6	2.1	-0.2	-1	94	-22	2
COc1cccc(-c2ocnc2C(=O)Nc2ccc3c(c2)CCC3)c1	5	0	15	-0.5	1.9	-0.1	0	100	-8	10
COc1ccccc1C(=O)NC(=O)COc1ccc(Cl)cc1Cl	0	3	-8	0.8	-0.6	0.3	0	96	-8	4
O=C(CCN1CCOCC1)NNC(=O)Nc1cccc(C(F)(F)F)c1	2	1	-6	1.1	-3.9	-0.1	-4	99	-4	1
CC(C)C[C@H]1CNC(=S)N1CC1CCCN1C[C@H](CC(C)C)N1C[C@H](CC(C)C)N(CC2CCCCCC2)C1=S (stereo partly drawn)	-7	-22	6	-4.2	3.5	-0.3	-8	100	14	3
CCC(C)NC(=O)c1ccc([N+](=O)[O-])c(Cl)c1 (stereo not drawn)	-1	-8	0	-1.0	-3.7	0.0	3	98	1	3
CCn1c(SCc2cc(=O)[nH]c3ccccc23)nc2c1c(=O)n(C)c(=O)n2C	2	16	-35	-1.3	0.8	0.3	5	98	-1	-2
O=C(CCCCCNC(=O)c1ccccc1Cl)N/N=C/c1ccco1	4	-2	9	3.7	-1.5	0.2	0	100	2	3
COc1ccc(C(=O)Nc2cccc(NC(=O)c3cccs3)c2)cc1	-2	1	9	0.0	-1.0	0.1	-4	102	22	0
O=S(=O)(c1ccc(S(=O)(=O)N(Cc2ccccc2)Cc2ccco2)cc1)N1CCCC1	2	-12	-1	-3.1	8.5*	0.1	0	97	-3	6
CCC(Sc1ncccc1C(=O)OC(C)C)C(=O)NCc1ccco1 (stereo not drawn)	-1	0	0	-0.8	2.2	0.3	8	96	-1	-2
CC1=NNC(=O)C1CCC(=O)N/N=C/c1ccco1 (stereo not drawn)	-1	3	6	-0.1	-2.5	-0.5	3	101	-2	-3
O=C(CSc1nnc(-c2ccccc2)n1C1CCCCC1)Nc1ccc(S(=O)(=O)Nc2ccccn2)cc1	-3	1	17	-2.6	-0.3	1.4	13	118	-4	-3
CCCNC(=O)C1(C)CCN(C(=O)c2ccc(F)c(Cl)c2)C1 (stereo not drawn)	1	5	8	2.1	-1.1	-0.1	-3	93	10	4
C/C(N)=C(/C#N)C(=O)COC(=O)c1oc2ccccc2c1COC(C)C	0	-1	10	-0.5	0.0	0.0	5	98	-2	3
O=C(CNC(=O)C(c1ccccc1)c1ccccc1)N/N=C\c1ccc2c(c1)OCO2	8	0	-3	-2.0	2.4	-0.1	3	103	3	3
(listing goes on)
SMILES	Glyco luc inh	H9c2 protect	MC4R antag cAMP	hiPSC survival	MC4R barr agon	aDG glyco act	ABHD5 PLIN5 PPI	ABCB6 inh MLPCN	Granule exo inh	m5-HT2A agonist
O=C(Nc1ccc2oc(-c3ccccc3F)nc2c1)c1ccccc1F	-2	-1	1	-0.7	1.0	-0.1	5	91	17	-4
COc1ccc(/C(C)=N/NC(=S)NCCc2ccccc2)c(O)c1	-1	8	4	0.4	6.7	1.0	-3	99	12	-7
COc1ccc(/C(C)=N\Nc2nc(-c3ccc(Cl)cc3)cc(C(F)(F)F)n2)cc1OC	-5	-1	14	0.2	2.7	-0.4	0	92	11	3
COc1ccc2c3c1OC1CC(O)C=CC31CCN(C)C2 (stereo not drawn)	3&0	4&1	-4&-1	1.4&-0.7	-1.6&1.1	0.1&-0.3	2&6	96&95	1&-8	3&-1
COc1ccc(CCNC(=O)C(=O)NCC2CCCN2S(=O)(=O)c2cc(C)ccc2C)cc1 (stereo not drawn)	-6	76*	-1	0.4	1.2	0.2	2	95	-4	-1
CCOC(=O)C1=C(C)OC(N)=C(C#N)C1c1cc(C)sc1C (stereo not drawn)	4	6	5	-3.4	-1.6	0.5	-1	99	-1	3
O=C1C2C3C=CC(C3)C2C(=O)N1c1n[nH]c(-c2ccccc2)n1 (stereo not drawn)	2	-2	7	-1.3	-1.2	-0.1	9	97	0	-1
COc1ccc(-c2cc(C(=O)NCCCn3ccnc3)no2)cc1OC	-1	2	1	5.6	2.2	-0.1	1	87	0	3
CCn1cc(Br)c(C(=O)NCc2ccco2)n1	0	11	-1	-1.3	-2.6	-0.1	2	90	-4	-1
COc1ccc(C(=O)/C=C/c2ccc(F)cc2)c(OC(=O)c2ccc([N+](=O)[O-])cc2)c1	16	-16	4	-3.6	-0.7	0.0	13	96	0	-2
CCOC(=O)C1=C(C)NC(C)=C(C(=O)OCC)C1c1cc2ccc(C)cc2[nH]c1=O	23	3	-2	2.9	-1.1	0.0	-6	106	2	3
COC(=O)C1=CN(Cc2ccccc2)C=C(C(=O)OC)C1c1ccc(O)c(OC)c1	-3	8	-4	-0.6	-1.4	0.0	-1	102	13	2
CSC[C@H]1CN(c2ccccc2)C(=O)[C@@H]1CC(=O)Nc1ccc(Br)cc1	2	2	12	-1.0	3.4	1.0	-6	101	1	-3
COc1ccccc1S(=O)(=O)Cc1ccc(C(=O)N2CCOCC2)o1	-2	4	2	-2.0	-1.1	0.0	-7	92	3	1
COc1cccc(NC(=O)N(Cc2cc3cc(C)cc(C)c3[nH]c2=O)CC2COCCO2)c1 (stereo not drawn)	1	28	0	-0.7	0.0	-0.4	2	94	-1	-3
O=C(COc1ccccc1F)N1CCCc2ccccc21	-4	-2	4	4.7	-0.8	-0.1	10	98	4	5
Cc1cccc(N2CCN(S(=O)(=O)c3ccc4c(c3)OCCO4)CC2)c1C	-2	-11	6	-0.5	0.7	-0.1	-8	93	4	-4
O=S(=O)(Cc1nnnn1-c1ccccc1)c1ccccc1	2	5	13	0.5	-1.1	-0.3	3	98	10	-2
O=C(CC1(O)C(=O)N(CCc2ccccc2)c2ccccc21)c1ccccn1 (stereo not drawn)	0	-1	18	-0.3	-2.0	1.4	-12	99	1	-1
Cc1ccccc1-n1c(N)cc(=O)[nH]c1=S	1	3	-1	-0.2	-0.7	-0.1	0	104	-3	-4
CCOC(=O)C1CCC(CNCc2ccccc2C)CC1 (stereo not drawn)	-1	-6	5	0.1	0.1	0.4	3	94	1	0
CCN(Cc1ccc(OC)c(F)c1)C(=O)/C=C/c1ccc(S(=O)(=O)N2CCOCC2)cc1	0	-4	-1	0.2	0.2	0.1	-6	94	-4	3
Cc1ccc2cc(CCNC(=O)c3cccs3)c(=O)[nH]c2c1	-1	16	5	0.1	-0.8	-0.1	1	94	4	3
C/C(CC1CC(COCCC(C)C)OC1=O)=N\NC(N)=S (stereo not drawn)	6	-2	8	2.3	-2.2	0.4	-2	98	4	0
CCCCNC(=S)N(CCCO)Cc1cc2cc3c(cc2[nH]c1=O)OCCO3	4	5	-1	-0.2	-0.6	0.0	-14	94	1	-6
Cc1cc([N+](=O)[O-])cc2ncccc12	0	14	-2	5.3	-1.9	-0.2	-2	100	-4	-2
CCOC(=O)C(=O)N1CCN(c2cc3c(cc2[N+](=O)[O-])n(C)c(=O)n3C)CC1	-1	-1	9	-0.3	-1.0	0.0	0	97	6	2
COc1ccccc1OCCNC(=O)C(=O)c1c[nH]c2ccccc12	1	-3	2	-0.1	-0.2	0.1	0	101	3	-1

Source: PubChem (several laboratories)
